Source: PubChem BioAssay
USP2a inh: blocks human ubiquitin-specific protease USP2a; USP2 core, Ub-CHOP2 coupled fluorogenic reporter, 485/531; 0.01% of 330,000 active; AID 463254; O75604; Potency, µM (series often up to 38.3 µM), without a hit: at the highest dose activity change, negative = inhibition, most hits filed as inhibitors;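 note: potency is the fitted concentration of half-maximal effect; plate controls were DMSO wells for no effect and full inhibition by NEM control for full effect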
Target sequence (O75604 whole entry, looked up): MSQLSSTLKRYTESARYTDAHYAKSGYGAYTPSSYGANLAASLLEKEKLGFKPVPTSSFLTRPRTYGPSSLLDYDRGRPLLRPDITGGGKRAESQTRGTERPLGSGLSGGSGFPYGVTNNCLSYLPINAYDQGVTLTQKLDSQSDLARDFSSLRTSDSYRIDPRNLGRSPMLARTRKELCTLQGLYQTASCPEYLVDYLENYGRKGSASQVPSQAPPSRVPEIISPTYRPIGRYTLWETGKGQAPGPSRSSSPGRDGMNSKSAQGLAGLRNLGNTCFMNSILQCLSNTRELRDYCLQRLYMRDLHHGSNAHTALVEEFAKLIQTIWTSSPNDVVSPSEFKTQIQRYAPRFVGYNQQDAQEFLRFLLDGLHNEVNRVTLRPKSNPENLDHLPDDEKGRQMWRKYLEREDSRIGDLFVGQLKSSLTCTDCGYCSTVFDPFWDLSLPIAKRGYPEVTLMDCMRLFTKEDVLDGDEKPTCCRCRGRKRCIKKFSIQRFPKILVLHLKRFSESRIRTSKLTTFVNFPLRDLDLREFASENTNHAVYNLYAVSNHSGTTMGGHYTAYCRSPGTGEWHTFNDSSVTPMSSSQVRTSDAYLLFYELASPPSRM
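Deubiquitinase activity read as fluorescence (485/531 nm) after Ub-CHOP2 cleavage activates the enterokinase reporter on its substrate; USP2 core 10nM, Ub-CHOP2 and substrate 25nM each, 30min compound preincubation then 60min RT; data normalized to NEM, curves fitted.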
TSG101-PTAP inh: blocks PTAP/TSG101 interaction to inhibit HIV-1 budding. 340,000 tested, under 10 active. AID 493005. Fluorescence polarization, FITC-PTAP peptide / Tsg101 binding. Q99816. Potency, µM (doses to about 115 µM), for the others: top-dose activity change, negative = inhibition, actives largely listed as inhibitors; active = well fitted inhibition curve with a large enough effect in the main read-out, with a control signal flat, not every such curve was filed as active; inconclusive = small, poorly fitted or top-dose-only effect, or effect the other way, or a change in a side signal; inactive = no such curve, though single readings can be large or run the other way; note: potency is the fitted concentration of half-maximal effect; % of control where 0% means no effect
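FP read-out: FITC-PTAP peptide, 50 nM final, binding Tsg101 binding domain, 10 uM final; 20 min, r.t.; 10 mM HEPES pH 7.5, 0.15 M NaCl, 0.01% Tween 20, 3 mM EDTA, 0.1 mM TCEP.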
Tb PFK block: T. brucei PFK enzyme inhibition; Potency, µM (highest dose often 57.5 µM), for the others: at the top dose activity, negative = inhibition, hits mostly inhibitors; O15648; 0.17% of 330,000 active; T. brucei PFK, ADP-Glo luminescence;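 note: potency is the fitted concentration of half-maximal effect; 0% = uninhibited 1x PFK enzyme wells and -100% = no-enzyme wells; nearly all actives have a fitted effect of over 60% in size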
Target sequence (O15648 whole entry, looked up): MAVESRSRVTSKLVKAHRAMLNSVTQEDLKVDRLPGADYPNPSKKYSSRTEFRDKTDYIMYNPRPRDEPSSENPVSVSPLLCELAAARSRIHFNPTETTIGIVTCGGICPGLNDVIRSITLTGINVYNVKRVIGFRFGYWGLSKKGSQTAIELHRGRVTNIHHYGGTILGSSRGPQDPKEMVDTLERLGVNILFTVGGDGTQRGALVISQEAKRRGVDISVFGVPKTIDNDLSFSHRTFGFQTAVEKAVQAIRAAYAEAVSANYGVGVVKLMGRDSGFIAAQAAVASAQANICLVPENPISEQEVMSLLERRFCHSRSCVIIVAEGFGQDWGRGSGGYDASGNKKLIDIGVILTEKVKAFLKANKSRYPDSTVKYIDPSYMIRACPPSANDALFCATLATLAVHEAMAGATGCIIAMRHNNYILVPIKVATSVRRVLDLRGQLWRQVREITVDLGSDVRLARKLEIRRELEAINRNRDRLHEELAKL
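Compounds were pin-transferred as a titration series up to 57 uM into substrate buffer (0.5 mM F6P, 0.1 mM ATP, pH 8.0), then 1.25 nM PFK was added and reactions ran 45 min before ADP-Glo detection.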
TCR activator: activators of T cell receptors. primary human leukocytes, anti-CD3, IL-2 HTRF, 48 h. Potency, µM (series often up to 9.22 µM), for inactives: at the top dose activation of IL-2 secretion, usual class: activators. 330,000 tested, under 10 active. AID 504894; note: % of control where 0% means no effect
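Using a-CD3 beads without co-stimulation, primary human leukocytes were exposed to compounds for 48 hr. An HTRF IL-2 kit measured the cytokine, with europium-to-d2 energy transfer producing emission at 665nm upon 320nm excitation.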
Mito fusion yeast: mitochondrial division inhibition or fusion activation; S. cerevisiae fusion-defective mutant growth rescue, CellTiterGlo 48 h; Potency, µM (top dose mostly 46.1 µM), for inactives: top-dose growth rescue (activation), hits mostly activators; 0.23% of 320,000 active; AID 485298;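 note: potency is the fitted concentration of half-maximal effect; % of control where 0% means no effect; nearly all actives have a fitted effect of over 45% in size; temperature-sensitive fusion mutants such as fzo1-1 at 37 °C on non-fermentable ethanol glycerol medium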
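Growth-rescue viability read-out: after 48 h at the non-permissive 37C in glycerol/ethanol YPEG, yeast mitochondrial fusion mutants are measured by CellTiterGlo luminescence; compounds (23 nl pinned per well) restoring growth score as division inhibitors or fusion activators.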
Chronic BCR inh: chronic active BCR signaling inhibition; Potency, µM (highest dose often 46.1 µM), for inactives: at the highest dose ratio change, negative = lower green/red ratio, actives largely listed as inhibitors; 0.05% of 340,000 active; ABC-DLBCL IkBa-CBG/CBR reporter, luminescence ratio, 4 h; active = well fitted inhibition curve with a large enough effect in the signal ratio, with a control signal flat, not every such curve was filed as active; inconclusive = small, poorly fitted or top-dose-only effect, or effect the other way, or a change in a side signal; the % refers to the signal ratio;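 note: potency is the fitted concentration of half-maximal effect; plate controls were basal doxycycline-induced cells for no effect and cells given 10 µM MG132 for full effect; MG132 reads +100%, hits lower the ratio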
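Compounds up to 46 uM were incubated four hours with TMD8 cells whose green CBG68 luciferase is fused to IkappaBalpha; red CBR luminescence normalised the signal, and concentration-effect curves were fitted to fusion, red and ratio data.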
B2AR arrestin: beta2AR (human) beta-arrestin recruitment activity | beta-arrestin recruitment to beta2AR, cell-based reporter | Potency, µM (titrated, usually from 46.1 µM), for inactives: top-dose activation, actives largely listed as activators | AID 492947 | 0.02% of 330,000 active | P07550;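 note: potency is the fitted concentration of half-maximal effect; 0% = DMSO controls and full agonism = EC100 isoproterenol or metaproterenol; nearly all actives have a fitted effect of over 65% in size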
uPA surface inh: cell surface uPA generation inhibition; AID 540303; Potency, µM (top dose mostly 38.3 µM), inactives show top-dose activity change, negative = inhibition, usual class: inhibitors; 0.31% of 330,000 active; cell surface uPA generation assay, qHTS; active = well fitted inhibition curve with a large enough effect; inconclusive = small, poorly fitted or top-dose-only effect; inactive = no such curve, though single readings can be large or run the other way; tested in mouse RAW 264.7 cells; note: potency is the fitted concentration of half-maximal effect; % is set by controls: 0 for no effect and ±100 for the full control effect; nearly all actives have a fitted effect of over 55% in size
Eya2 phos inh: inhibitors of human Eya2 phosphatase activity; O00167; recombinant Eya2, OMFP fluorescence dephosphorylation (OMFP is methylfluorescein phosphate); Potency, µM (doses to about 76.9 µM), for inactives: at the top dose activity, negative = inhibition, most hits filed as inhibitors; 0.006% of 330,000 active; note: potency is the fitted concentration of half-maximal effect; % is set by controls: 0 for no effect and ±100 for the full control effect
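Eya2 (0.2 uM) preincubated 10 min at ambient with compound, then OMFP substrate added at 50 uM; 10 min reaction in 50 mM HEPES pH 7.5, 50 mM NaCl, 5 uM MgCl2, 0.05% BSA, 1 mM DTT. Fluorescence read at Ex 485/Em 525 nm.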
TSHR antagonist: blocks TSH signaling through the human TSH receptor. P16473. TSHR-expressing cells, TSH-stimulated cAMP HTRF, 2 h; stronger effect = lower value. activity change, negative = inhibition, % at 11.5 µM. 0.2% of 330,000 active;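 active = activity change below a set negative limit, meaning inhibition stronger than a set level, cut at about -70% in these data; inconclusive = activity change between two set negative limits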; note: % is set by controls: 0 for no effect and ±100 for the full control effect
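Cell-based HTRF cAMP assay; TSHR cells + compound, TSH EC80 (4nM final), 2 h, 37 deg C. Lysis with anti-cAMP cryptate and cAMP-d2, 30 min RT, read 665/620 nm.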
ELG1 DNA repair: ELG1-dependent DNA repair inhibition. HEK293T ELG1-luciferase reporter, luminescence, 16 h; DNA damage induced by 5-fluorouridine. Potency, µM (titrated, usually from 46.1 µM), for the others: at the top dose activity change, negative = inhibition, usual class: inhibitors. 2.3% of 330,000 active. AID 504467; note: potency is the fitted concentration of half-maximal effect; % is set by controls: 0 for no effect and ±100 for the full control effect; nearly all actives have a fitted effect of over 55% in size
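Step one: seed 2,000 cells per well. Step two: pin-transfer compound or DMSO alongside 5-fluorouridine. Step three: incubate 16 hr, 37 °C, 5% CO2. Step four: add ONE-Glo, wait 30 min, read luminescence.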
* hit, by the source's call; u = inconclusive; x = not tested or not shown; [ ] = another dose, or the depositor's remark. Unless noted, calls come from the whole dose curve; as a rule, active = well fitted curve in the direction sought with a large enough effect; inconclusive = small, poorly fitted or top-dose-only effect, or another doubt; inactive = no such curve, though single readings can be large; an effect the other way counts as inactive or inconclusive.

SMILES	USP2a inh	TSG101-PTAP inh	Tb PFK block	TCR activator	Mito fusion yeast	Chronic BCR inh	B2AR arrestin	uPA surface inh	Eya2 phos inh	TSHR antagonist	ELG1 DNA repair
Cn1cnnc1SCC(=O)Nc1cc(C(F)(F)F)ccc1N1CCOCC1	-3%	-4%	0%	-1%	-2%	-2%	0.3%	-2%	-11%	-3	10%
CCc1ccc(NC(=O)c2c(C(=O)Nc3ccccc3)sc3nc(C)cc(=O)n23)cc1	-12%	-11%	0%	9%	-12%	-10%	0.2%	15%	-6%	-6	2%
Oc1ccccc1C1CC(c2cccs2)=NC(c2ccc(Cl)cc2)N1 (configuration not stated)	2%	1%	-2%	-5%	u	u	0.3%	u	-7%	-26	-11%
COc1ccc(/C=C/C(=O)Nc2ccc(OC)nc2)cc1	2%	-1%	-2%	-9%	0%	0%	-0.2%	-4%	11%	-5	-4%
CCOc1ccc(-n2c(-c3ccccc3)c[n+]3c2CCCCC3)cc1	7%	-2%	-2%	-4%[46.1 µM]	-25%	10%	-0.9%	u	-26%	-10	u
CN1CCN(c2ccc(CNS(=O)(=O)c3ccccc3)cc2)CC1	1%	-3%	1%	-1%	0%	6%	-0.7%	5%	1%	5	6%
Cc1ccc(CNC(=O)c2ccc(CS(=O)Cc3cccc(Cl)c3)o2)cc1 (configuration not stated)	-1%	-6%	-3%	2%	-2%	4%	0.2%	-7%	11%	4	u
COc1ccc(Cl)cc1C(=O)Nc1ccc(NC(=O)C(C)C)cc1	3%	3%	0%	1%	7%	u	0.0%	-4%	-8%	2	7%
CCOC(=O)CC1C(=O)NCCN1C(=O)c1sc2ccccc2c1Cl (configuration not stated)	2%	-7%	1%	-5%	-4%	0%	0.0%	5%	-7%	-6	-5%
CC(C)CN1CN(Cc2ccco2)CNC1=S	4%	-1%	2%	-10%[46.1 µM]	-1%	3%	0.0%	3%	2%	22	11%
O=C(Nc1ccncc1)c1ccc(NS(=O)(=O)c2cccc(F)c2)cc1	1%	2%	0%	0%[46.1 µM]	-1%	0%	-2.6%	-6%	-7%	-6	-21%
COc1ccc(S(=O)(=O)Nc2cc(C)cc(C)n2)c2ccccc12	2%	0%	-2%	2%	-6%	-2%	0.1%	0%	1%	-6	-1%
COc1ccccc1OCCNC(=O)C1CC(=O)N(Cc2ccc(C)cc2)C1 (configuration not stated)	2%	-1%	0%	-4%	-3%	4%	0.5%	1%	-26%	6	6%
COc1cccc(COc2ncnc3sccc23)c1	1%	-2%	-2%	3%	17%	-1%	-0.2%	-3%	-5%	-1	u
CC(=O)c1cccc(NS(=O)(=O)c2ccc3c(c2)N(C(C)=O)CCO3)c1	3%	-14%	0%	-7%	-2%	-8%	0.0%	-8%	1%	-3	-1%
O=[N+]([O-])c1cc(Cl)cc2c1nc(NCCO)c1ccccc12	1%	-1%	18%	3%	u	u	-0.7%	-13%	-3%	-3	u
CN(CC(=O)Nc1ccccc1Cl)C(=O)COC(=O)Cc1ccc(F)cc1	1%	-2%	6%	2%	-3%	u	-0.6%	1%	0%	2	5%
O=C(O)CC(Cc1ccc(Cl)cc1)C(=O)NCC12CC3CC(CC(C3)C1)C2 (configuration not stated)	0%	-4%	2%	11%	7%	1%	-0.2%	-5%	-2%	22	3%
COc1ccc(C)cc1-n1[nH]nnc1=S	10%	0%	15%	-1%	18%	1%	0.2%	7%	14%	-4	-6%
O=C(c1ccco1)N1CCN(c2ccc(Cl)cc2)CC1	-2%	-4%	0%	2%	4%	u	-1.5%	0%	5%	-10	u

Shown with each value named: entries from further up.
Compound: CC(=O)c1cccc(NS(=O)(=O)c2ccc3c(c2)N(C(C)=O)CCO3)c1
- USP2a inh = 3%
- TSG101-PTAP inh = -14%
- Tb PFK block = 0%
- TCR activator = -7%
- Mito fusion yeast = -2%
- Chronic BCR inh = -8%
- B2AR arrestin = 0.0%
- uPA surface inh = -8%
- Eya2 phos inh = 1%
- TSHR antagonist = -3
- ELG1 DNA repair = -1%
Compound: O=[N+]([O-])c1cc(Cl)cc2c1nc(NCCO)c1ccccc12
- USP2a inh = 1%
- TSG101-PTAP inh = -1%
- Tb PFK block = 18%
- TCR activator = 3%
- Mito fusion yeast = u
- Chronic BCR inh = u
- B2AR arrestin = -0.7%
- uPA surface inh = -13%
- Eya2 phos inh = -3%
- TSHR antagonist = -3
- ELG1 DNA repair = u
Compound: CN(CC(=O)Nc1ccccc1Cl)C(=O)COC(=O)Cc1ccc(F)cc1
- USP2a inh = 1%
- TSG101-PTAP inh = -2%
- Tb PFK block = 6%
- TCR activator = 2%
- Mito fusion yeast = -3%
- Chronic BCR inh = u
- B2AR arrestin = -0.6%
- uPA surface inh = 1%
- Eya2 phos inh = 0%
- TSHR antagonist = 2
- ELG1 DNA repair = 5%

Continuation:
SMILES	USP2a inh	TSG101-PTAP inh	Tb PFK block	TCR activator	Mito fusion yeast	Chronic BCR inh	B2AR arrestin	uPA surface inh	Eya2 phos inh	TSHR antagonist	ELG1 DNA repair
CC(NC(=O)OC(C)(C)C)C(=O)N1CCCC1C(=O)NC(Cc1ccccc1)C(N)=O (configuration not stated)	-1%	-3%	3%	3%	-1%	5%	0.0%	x	13%	0	3%
Cc1noc(/C=C/c2ccco2)c1S(=O)(=O)N1CCC(C(=O)N2CCc3ccccc32)CC1	-2%	-3%	1%	0%	2%	u	8.6%	4%	-25%	-11	u
CCN(CC(=O)Nc1c(F)cccc1F)C(=O)Cc1n[nH]c(=O)c2ccccc12	0%	4%	-4%	-3%	-1%	0%	0.1%	0%	28%	-3	-2%
Cn1c(=O)c2c(n(Cc3ccccc3)c1=O)NC(=O)C2CC(=O)N1CCc2ccccc2C1 (configuration not stated)	-4%	-3%	1%	-1%	5%	-3%	-0.5%	-2%	-11%[15.4 µM]	-7	-8%
CC(=O)c1ccc(C(=O)N2CCCC(CCC(=O)N(C)CCc3ccccn3)C2)s1 (configuration not stated)	0%	-1%	1%	0%	-21%	u	-0.1%	6%	-5%	2	-18%
O=C(O)c1ccc2c(c1)S(=O)(=O)N=C1CCCCCN12	3%	-5%	-2%	-6%	-6%	1%	-1.1%	-5%	2%	6	-4%
COc1ccc2oc(=N)c(C(=O)Nc3ccccc3Cl)cc2c1	-2%	-2%	1%	-3%	0%	3%	0.8%	5%	6%	1	u
COCc1ccc(CN2CCCC(CCC(=O)NCc3cccc(OC)c3)C2)o1 (configuration not stated)	0%	-7%	-6%	3%	3%	u	0.5%	4%	-4%	-5	3%
C#CCN(C(=O)CC1C(=O)NCCN1C/C=C/c1ccccc1)C1CCCCC1 (configuration not stated)	2%	1%	-4%	-7%	-5%	9%	0.2%	x	5%	3	4%
CCn1cc(S(=O)(=O)Nc2ccccc2C(F)(F)F)cn1	2%	0%	-5%	8%	-2%	-4%	0.3%	3%	1%	-6	8%
c1ccc(OCCOc2ncnc3ccccc23)cc1	2%	-1%	4%	-1%	0%	u	0.0%	0%	-5%	4	u
Cc1cc(C(=O)Nc2ccc3[nH]ccc3c2)no1	1%	1%	-4%	1%	1%	u	0.2%	-3%	14%	-4	u
CC1=NN(C(C)C)C(=O)C1	0%	-3%	4%	2%	-4%	-2%	0.3%	2%	-8%	-4	1%
COc1ccc(-n2c(=O)c3ccccc3n(Cc3ccccc3F)c2=O)cc1OC	-2%	-5%	-7%	-1%	-12%	6%	0.0%	24%	15%	22	u
O=C(Nc1ccon1)c1ccc(S(=O)(=O)N2CCCCCC2)cc1	1%	0%	1%	1%	-5%	8%	0.0%	16%	-11%	6	-10%
CC1CCc2c(C(=O)Nc3cccc(-c4nn[nH]n4)c3)csc2C1 (configuration not stated)	1%	-9%	1%	-2%	0%	u	-0.5%	-14%	2%	-16	u
Cc1ccc(-c2csc(NC(=O)CCNC(=O)c3ccccc3Cl)n2)cc1	1%	0%	-4%	1%[46.1 µM]	u	u	-1.4%	-2%	0%	-11	u
